# Polio RdRp inh: inhibitors of poliovirus RNA polymerase binding and polymerization. % elongation, % (compound at 16.7 µg/mL). AID 588519. 150,000 tested, 0.66% active. poliovirus polymerase elongation, fluorescence polarization; hits give low values; in the data active = % elongation below about 90%; also: some results filed as inactive read as strong as hits
# Target sequence (P03300 1749-2209 limits assumed): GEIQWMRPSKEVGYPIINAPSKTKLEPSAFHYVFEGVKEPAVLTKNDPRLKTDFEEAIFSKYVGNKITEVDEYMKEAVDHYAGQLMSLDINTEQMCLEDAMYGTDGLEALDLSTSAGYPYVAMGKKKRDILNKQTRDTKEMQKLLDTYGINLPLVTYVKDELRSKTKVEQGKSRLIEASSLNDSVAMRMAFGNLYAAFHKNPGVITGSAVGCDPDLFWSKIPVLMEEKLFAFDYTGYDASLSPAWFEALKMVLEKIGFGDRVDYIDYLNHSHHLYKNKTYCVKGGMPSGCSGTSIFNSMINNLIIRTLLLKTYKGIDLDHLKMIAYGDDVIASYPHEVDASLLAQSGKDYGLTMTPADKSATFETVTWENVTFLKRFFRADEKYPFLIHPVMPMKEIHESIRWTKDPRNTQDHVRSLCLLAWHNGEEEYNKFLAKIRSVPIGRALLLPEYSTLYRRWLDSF
# Polio RdRp inh FP z-score: second read-out of Polio RdRp inh, no call of its own (marks repeat the call); z-score; measured here: FP z-score; hits read low
# * = called active by the depositor. An excerpt; count on the stated rates, not on these rows.
no.	SMILES	Polio RdRp inh	Polio RdRp inh FP z-score
1	Cc1cc(NC(=O)c2cccnc2)cc(-c2nc3cc(Cl)ccc3o2)c1O	103	-0.6
2	O=CN(c1ccccc1)c1ccccc1	103	1.4
3	Cc1ccccc1CCNC(=O)c1ccc2c(c1)nc1n2CCC(C)C1 (stereo unspecified)	108	0
4	CCC(=O)NCC[C@@H]1CCc2ccc3c(c21)CCO3	99	0
5	COc1ccccc1C(=O)Nc1cc2c(cc1N1CCCCC1)n(C)c(=O)n2C	104	-0.1
6	O=C1c2ccccc2S(=O)(=O)N1CC1CC(c2ccccc2)=NO1 (stereo unspecified)	101	-0.1
7	O=C1CC(c2ccc(F)cc2)CC(O)=C1C=NCCN1CCN(C(=S)Nc2ccccc2)CC1 (stereo unspecified)	102	0
8	Cc1ccc(N)c(C(NCC(=O)NN)c2ccccc2)c1 (stereo unspecified)	105	0.2
9	Cc1ccc(CN2CCC(C(=O)NC(C)C)CC2)cc1	97	-0.7
10	Cc1nc(-c2ccccc2)sc1CCNC(=O)C(=O)Nc1ccc(F)c(Cl)c1	105	-0.5
11	CCOc1ccc(S(=O)(=O)Nc2cc(C(C)(C)C)nn2-c2ccccc2)cc1	104	0.3
12	CN(C)S(=O)(=O)c1ccc(C(=O)OCC(=O)c2cn(CCC#N)c3ccccc23)cc1	107	0.6
13	NC(=O)c1ccc2nc3ccsc3c(=O)n2c1	103	-0.3
14	COc1ccc(C2=NN(CCC(=O)NCCN3CCN(c4cccc(Cl)c4)CC3)C(=O)CC2)cc1	98	-2.1
15	NC(=S)NN1C(=O)C2CC=CCC2C1=O (stereo unspecified)	104	0.2
16	Cc1cc(OCCn2c(C3CC(=O)N(Cc4ccc(F)cc4)C3)nc3ccccc32)ccc1Cl (stereo unspecified)	107	-0.2
17	C=C(C)CNC(=S)N=Nc1c(O)n(C)c2ccccc12	98	-0.4
18	COC(=O)c1cn(C)c2ccc(S(=O)(=O)N3CCCCC3)cc2c1=O	101	-0.3
19	CC(C)N1C2OC(C3OC4C(O3)N(C(C)C)S(=O)(=O)N4C(C)C)OC2N(C(C)C)S1(=O)=O (stereo unspecified)	105	0.2
20	CCc1nc(SCC#N)c(C#N)cc1C	101	0.1
21	O=S(=O)(NCC(c1cccnc1)N1CCN(c2ccccc2F)CC1)c1cccs1 (stereo unspecified)	100	-0.1
22	COc1ccc(-n2ncc(C(=O)N3CCN(c4ccccn4)CC3)c2C2CCN(C(=O)OC(C)(C)C)CC2)cc1	109	0.5
23	Cn1c(Sc2ncc(C#N)c(N)n2)nnc1-c1ccncc1	105	0.6
24	CC(C)c1ccc(C2c3c(oc4ccc(Cl)cc4c3=O)C(=O)N2CCCN2CCOCC2)cc1 (stereo unspecified)	104	-0.4
25	O=C(Oc1ccccc1Cl)C1=CC=CN2CCS(=O)(=O)N=C12	102	0
26	CC(NS(=O)(=O)c1cccc2nsnc12)C(=O)OCc1cccc(C(F)(F)F)c1 (stereo unspecified)	108	0.9
27	COc1cccc(CNC(=O)c2ccc(-n3c(C)cc4c3CCC(C)C4)cc2)c1 (stereo unspecified)	109	-0.1
28	CCC1(C)NC(=O)N(Nc2ncnc3sc4c(c23)CCC4)C1=O (stereo unspecified)	100	-0.2
29	O=C(O)c1cc(N2C(=O)C3C4c5ccccc5C(c5ccccc54)C3C2=O)ccc1N1CCOCC1 (stereo unspecified)	101	0.4
30	CC(OC(=O)/C=C/c1cccs1)C(=O)Nc1ccc(S(N)(=O)=O)cc1 (stereo unspecified)	100	-0.2
31	C=CCn1cnc2c(nnn2-c2ccc(OC)c(OC)c2)c1=O	104	0.7
32	O=C(CC1Nc2c3ccccc3nc(=S)n2C1=O)NCc1cccc(Cl)c1 (stereo unspecified)	99	-0.7
33	COC(=O)N/N=C(\C)c1ccccc1OC	107	0.6
34	O=c1c2ccccc2ncn1Cc1ccc(F)cc1	107	0.6
35	Cn1nnc2c(N3CCN(c4ccccc4F)CC3)ncnc21	106	-0.3
36	CC1CCCN(S(=O)(=O)c2ccc(S(=O)(=O)N(Cc3cccs3)Cc3cccs3)cc2)C1 (stereo unspecified)	104	0.5
37	COc1cc(-c2nc3cc(OC(C)=O)ccc3c(=O)o2)cc(OC)c1OC	102	0
38	Cc1cc(C)c(NC(=O)Cn2c(=O)n(CC(=O)NCc3ccccc3Cl)c(=O)c3sccc32)c(C)c1	101	-0.9
39	Cc1ccccc1CSCc1ccc(C(=O)N2CCNc3ccccc3C2)o1	103	0.4
40	CCN(CC)S(=O)(=O)c1cc(C(=O)NCCc2ccc(Cl)cc2)ccc1F	100	-0.5
41	N#C/C(=C\c1ccc(SCc2ccc(Cl)cc2)o1)C(=O)NCc1ccco1	108	1.6
42	CCOC(=O)/C(C#N)=C/Nc1ccn(C)n1	102	0.1
43	COc1ccc(CNc2nc3c(c(=O)n(C)c(=O)n3C)n2Cc2ccccc2Cl)cc1	108	0.3
44	NC(=O)C1CCN(c2nccc(C(F)(F)F)n2)CC1	104	-0.3
45	CN(C)S(=O)(=O)N1CCNCC1	101	-0.2
46	O=C(O)CSCC(=O)c1c[nH]c2ccccc12	105	1
47	COc1ccc(C2C(=O)N(C3CCCC3)CC(=O)N2Cc2cccs2)cc1 (stereo unspecified)	100	-0.2
48	O=C(CCS(=O)(=O)c1ccc2c(c1)CCN2C(=O)C1CC1)NCc1ccccc1	102	0.3
49	CCOC(=O)c1ccsc1NC(=O)/C=C/c1cccs1	103	0.4
50	CCc1c(-c2ccccc2)nc2ccccc2c1C(=O)NC(C)c1ccccc1 (stereo unspecified)	104	-0.8
51	COc1cccc(/C=N/n2c(-c3ccco3)csc2=NC2CCCCC2)c1O	97	-0.7
52	CC(=O)Nc1ccc(NC(=O)Cn2c(=O)ccc3cc(S(=O)(=O)N4CCC(C)CC4)ccc32)cc1	106	-0.4
53	O=C(NC1CC1)c1ccc2c(c1)N(Cc1ccccc1)C(=O)c1ccccc1S2=O (stereo unspecified)	101	0.3
54	COc1cc(-c2nc3ccccc3[nH]2)cc(OC)c1OC	104	0.4
55	N#Cc1ccc(CSc2nc(-c3ccccc3)cc(=O)[nH]2)cc1	100	-0.3
56	COc1cccc(N2CCN(C(=O)c3c4c(nc5ccccc35)C(=O)N(C3CCCCC3)C4)CC2)c1	104	-0.1
57	CC(C)CCNC(=O)c1sc2ccc(S(=O)(=O)N3CCCCC3)cc2c1N	101	-0.1
58	CCOC(=O)C1CCCN(c2nc3c(C)cc(C)cc3s2)C1 (stereo unspecified)	97	-2.3
59	C/C(=N/n1cnnc1)c1ccccc1	101	0
60	COc1ccc(-n2c(/C=C/c3cccc(C(F)(F)F)c3)nc3ccccc3c2=O)cc1Cl	117	1.8

# Further records:
no.	SMILES	Polio RdRp inh	Polio RdRp inh FP z-score
61	Cc1cccc(NS(=O)(=O)c2ccc3c(c2)oc(=O)n3C)c1	104	0.8
62	CSc1ncc(Cl)c(C(=O)Nc2c(C(=O)Nc3ccc(C)cc3)oc3ccccc23)n1	100	-0.1
63	Cc1ccc(NC(=O)C(=O)NCC(c2cccnc2)N2CCN(C)CC2)cc1C (stereo unspecified)	104	-1
64	Cc1ccccc1C(OCC(O)CN(C)C1CCN(C)CC1)c1ccccc1 (stereo unspecified)	99	-0.4
65	CCOC(=O)C1CCN(C=Nc2cc(C)on2)CC1	102	0.1
66	COc1cc(OC)c(N(C)C(=O)Nc2cn(CC(C)C)c(=O)c3ccccc23)cc1Cl	100	-0.3
67	S=C(Nc1cccnc1)N1CCc2ccccc21	107	0.3
68	CCSc1nnnn1-c1cccc(C(=O)O)c1	101	-0.6
69	Cc1nc(COc2ccc(C(C)(C)C)cc2)[nH]c(=O)c1Cl	105	0.9
70	O=C(NCCO)c1nnc(-c2cccc(Cl)c2)o1	102	0
71	O=C1CC(CSc2ccc(Cl)cc2)=NN1c1nc2ccccc2s1	103	0.6
72	COc1cc(S(=O)(=O)Nc2ccccc2NC(=O)CN2CCOCC2)c(OC)cc1NC(C)=O	104	0.5
73	O=C(Nc1cc(OCC(F)(F)F)cc(OCC(F)(F)C(F)F)c1)c1ccco1	100	0
74	CN(C)c1ccc(CNC(=O)CN2C(=O)CCn3nc(-c4cn(C)c5ccccc45)cc32)cc1	109	0.7
75	O=C(O)c1cc2ccccc2c(=O)s1	101	0.3
76	CC(/C(O)=C(\C#N)c1nc2ccccc2[nH]1)N1C(=O)c2ccccc2C1=O (stereo unspecified)	105	0.7
77	Cc1ccc(-c2nc3ncccn3c2NC(=O)C2CC2)cc1	104	0.6
78	CCOC(=O)c1cccc(NC(=O)c2cc(S(=O)(=O)N3CCCC3)cn2C)c1	107	0.1
79	Cc1cccc(CCNC(=O)Cc2noc3ccccc23)c1	100	-1.1
80	O=C(NC(=O)c1ccc(-c2ccc(Cl)cc2)s1)c1ccccc1	103	-0.2
81	CC(C)CC(Nc1ncnc2c1oc1ccccc12)C(=O)O (stereo unspecified)	103	0.4
82	COc1ccc(CSc2nc3ccncc3n2CC(=O)Nc2ccc(C)c(F)c2)cc1	105	-0.6
83	CCc1ccc2occ(CC(=O)Nc3c(C(=O)Nc4ccc(OC)cc4)oc4ccccc34)c2c1	119	0.3
84	CC(C)(C)c1c[n+](-c2ccccc2)c2n1CCS2	103	0.6
85	COC(=O)c1n[nH]n(-c2ccccc2)c1=O	106	0.4
86	Cc1ccc(C)c(N2CCN(S(=O)(=O)c3ccc4c(c3)CC(=O)N4C)CC2)c1	104	-0.6
87	CC1CCC2(CC1)NC(=S)N(c1ccccc1)N2 (stereo unspecified)	101	-0.1
88	N#CCCn1c(SCc2cc3ccccc3nc2Cl)nc2ccccc21	102	0
89	COc1ccc(-c2nc3ccc(C)cc3[nH]2)cc1OC	101	-0.4
90	Cc1nc(SCC(=O)N2CCCC2c2ccc3c(c2)OCCCO3)c(C#N)c(C)c1C (stereo unspecified)	103	-0.1

# Reprinted from the part before: 6 entries, then new ones.
no.	SMILES	Polio RdRp inh	Polio RdRp inh FP z-score
85	COC(=O)c1n[nH]n(-c2ccccc2)c1=O	106	0.4
86	Cc1ccc(C)c(N2CCN(S(=O)(=O)c3ccc4c(c3)CC(=O)N4C)CC2)c1	104	-0.6
87	CC1CCC2(CC1)NC(=S)N(c1ccccc1)N2 (stereo unspecified)	101	-0.1
88	N#CCCn1c(SCc2cc3ccccc3nc2Cl)nc2ccccc21	102	0
89	COc1ccc(-c2nc3ccc(C)cc3[nH]2)cc1OC	101	-0.4
90	Cc1nc(SCC(=O)N2CCCC2c2ccc3c(c2)OCCCO3)c(C#N)c(C)c1C (stereo unspecified)	103	-0.1
91	O=C(Nc1ccccc1)c1ccc2c(c1)C(=O)N(CCC1=CCCCC1)C2=O	105	1.1
92	O=C(CN(Cc1ccco1)C(=O)Cc1ccccc1F)Nc1ccccc1C(F)(F)F	104	0
93	COc1ccc2c(CNCc3ccc(C)o3)c(C(=O)O)n(Cc3ccccc3)c2c1	112	0.8
94	Cc1cc(C)n(-c2ncc(S(=O)(=O)C(C)(C)C)c(N)n2)n1	106	1.2
95	CCC(CC)c1nnc(N)s1	104	0.5
96	Cn1c(C(O)c2ccc3c(c2)OCO3)nc2ccccc21 (stereo unspecified)	100	-0.2
97	CCCCN1C(=O)C(O)(CC(=O)c2ccc(C(C)(C)C)cc2)c2ccccc21 (stereo unspecified)	108	-0.5
98	N#Cc1ccsc1NC(=O)CSc1nnc(NC2CC2)s1	106	0.9
99	CC(C)(C)c1ccc(-c2ncon2)cc1Cn1nnc(-c2cccc(C(F)(F)F)c2)n1	100	-0.9
100	O=C(OCc1cc(=O)oc2cc3c(cc12)CCC3)c1ccc(-n2cnnn2)cc1	101	-0.3
101	Cn1nc(C(=O)Nc2cccc(C(F)(F)F)c2)c2c1-c1ccccc1S(=O)(=O)C2	114	1.4
102	O=C(NCCc1ccccc1)c1cnn(-c2ccccc2)c1-n1cccc1	99	-2.3
103	CNC(=O)C1CCC(Cn2c(=O)c3sccc3n(CC(=O)Nc3ccccc3)c2=O)CC1 (stereo unspecified)	106	0
104	COc1ccccc1N(Cc1cc2cccc(C)c2[nH]c1=O)C(=O)c1cccc(Cl)c1	120	0.4
105	CC1(C)N=C(SCC(=O)Nc2ccccc2)c2ccccc2N1	97	-2.7
106	CC1=C(/C=C/C(C)=C/C=C/C(C)=C/CO)C(C)(C)CCC1	96	-0.7
107	CCCNC(=O)c1cnn(-c2cccc(C)c2)c1-n1cccc1	100	-0.9
108	CCOc1cc(C)c(Cl)cc1S(=O)(=O)Nc1ccccn1	101	0
109	Clc1ccc(-c2noc3ncnc(N4CCCC4)c23)cc1	100	-0.7
110	Cc1ccc(Cn2c(=O)n(CCc3ccccc3)c(=O)c3sc4ccccc4c32)cc1	100	-1.3
111	CSc1nsc(SC)c1NC(=O)N1CCCC1	102	0
112	COC(=O)c1ccccc1NC(=O)c1cc(CN2CCOCC2)on1	111	1.2
113	CCc1ccc2[nH]c(=O)c(Cc3ccccc3)c(O)c2c1	105	1.3
114	Cc1onc(-c2ccccc2Cl)c1C(=O)N=C1N=C2C=CC=CN2Cc2ccccc21	103	0
115	COc1ccc(CCN2C(=O)C3C(C(=O)Nc4cc(C)on4)C4(C)C=CC3(O4)C2C(=O)NC2CCCCC2)cc1 (stereo unspecified)	101	0.1
116	[O-][n+]1ccccc1Oc1ncnc2sc3c(c12)CCCC3	109	1.5
117	Cc1noc(C)c1COC(=O)CNS(=O)(=O)c1c(Cl)cccc1Cl	105	0.3
118	CC(=O)n1c(-c2ccc(C)cc2)cc(-c2ccc(C)cc2)c(C#N)c1=O	100	-0.5
119	CC1(C)N=C(c2ccccc2)C(=O)N1	105	0.9

# Whole records, looked up by structure. Order of screens: Polio RdRp inh, Polio RdRp inh FP z-score
# Listed for Cc1ccc(-c2nc3ncccn3c2NC(=O)C2CC2)cc1 = 104, 0.6
# Listed for Cc1onc(-c2ccccc2Cl)c1C(=O)N=C1N=C2C=CC=CN2Cc2ccccc21 = 103, 0
# Listed for NC(=O)C1CCN(c2nccc(C(F)(F)F)n2)CC1 = 104, -0.3
# Listed for CNC(=O)C1CCC(Cn2c(=O)c3sccc3n(CC(=O)Nc3ccccc3)c2=O)CC1 (stereo unspecified) = 106, 0

# Source: PubChem
